Pf growth 48h: inhibits P. falciparum growth in the first generation, 48 h; P. falciparum luciferase growth in erythrocytes, 48 h; Potency, µM (titrated, usually from 28.7 µM), for inactives: at the top dose activity change, negative = inhibition, usual class: inhibitors; 5.9% of 310,000 active; AID 504832; note: potency is the fitted concentration of half-maximal effect; % is set by controls: 0 for no effect and ±100 for the full control effect
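Growth was read as firefly luciferase luminescence after a 48 h, 37 C, 5% CO2 exposure of compounds to reporter-bearing P. falciparum cultures (0.1% parasitemia, 2% hematocrit final) in Albumax-supplemented RPMI 1640.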
Pf growth 96h: P. falciparum growth inhibition at 96 hours; P. falciparum luciferase reporter growth, 96 h; Potency, µM (series often up to 28.7 µM), inactives show at the top dose activity change, negative = inhibition, hits mostly inhibitors; 6.9% of 320,000 active; AID 504834; note: potency is the fitted concentration of half-maximal effect; % is set by controls: 0 for no effect and ±100 for the full control effect
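Delayed-death screen, second-generation endpoint: infected erythrocytes, 2% hematocrit, 0.05% parasitemia final; 96 hours at 37 C, 5% CO2; luciferase detection reagent; luminescence decrease equals reduced growth.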
LmPK inh: blocks Leishmania mexicana pyruvate kinase activity. Q27686. Potency, µM (top dose mostly 57.5 µM), for the others: at the highest dose activity change, negative = inhibition, actives largely listed as inhibitors. AID 1721. purified LmPK, Kinase-Glo ATP luminescence, 1 h. 0.37% of 290,000 active; note: potency is the fitted concentration of half-maximal effect; % is set by controls: 0 for no effect and ±100 for the full control effect
Target sequence (Q27686 whole entry, looked up): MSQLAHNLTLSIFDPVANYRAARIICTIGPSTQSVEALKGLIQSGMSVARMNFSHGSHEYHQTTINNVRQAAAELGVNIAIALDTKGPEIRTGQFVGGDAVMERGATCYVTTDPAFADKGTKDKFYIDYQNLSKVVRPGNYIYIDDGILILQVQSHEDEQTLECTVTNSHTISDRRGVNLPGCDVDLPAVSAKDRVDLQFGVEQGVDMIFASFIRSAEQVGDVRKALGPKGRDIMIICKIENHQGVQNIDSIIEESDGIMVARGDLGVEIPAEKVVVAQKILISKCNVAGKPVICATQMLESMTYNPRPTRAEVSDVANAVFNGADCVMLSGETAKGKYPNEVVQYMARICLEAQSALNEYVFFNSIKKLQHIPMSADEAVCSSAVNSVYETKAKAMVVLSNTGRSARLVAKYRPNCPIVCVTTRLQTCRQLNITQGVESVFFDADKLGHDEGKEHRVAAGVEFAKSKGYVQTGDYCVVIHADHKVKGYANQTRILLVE
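Kinase-Glo luminescence read after 1 h RT reaction of 0.1 nM LmPK with 0.5 mM PEP and 0.1 mM ADP. Activity scaled between uninhibited and enzyme-free controls.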
Cycloheximide cs: counter-screen for Shiga toxin inhibitors: cycloheximide protein synthesis inhibition | AID 2314 | 12% of 300,000 active | max response, % | cell reporter, cycloheximide protein synthesis inhibition counterscreen; in the data active = max response mostly above about 13%, no sharp cut-off; inactive = mostly below about 14%; note: read at 38.3 µM for the half of the compounds with a filed dose; 0% is about no effect
Shiga inhibitor: inhibitors of Shiga toxin in Vero cells; Vero cells, Shiga toxin protein synthesis inhibition reporter; inhibition, % at 38.7 µM; 9.2% of 290,000 active; AID 2315; in the data active = inhibition mostly above about 28%, no sharp cut-off; inactive = mostly below about 43%; note: 0% is about no effect
TbPYK inhibitor: blocks Trypanosoma brucei pyruvate kinase; TbPYK enzyme, Kinase-Glo Plus ATP luminescence, 45 min; Potency, µM (series often up to 76.8 µM), inactives show at the highest dose activity, negative = inhibition, usual class: inhibitors; 0.12% of 410,000 active; Q57TT1; note: potency is the fitted concentration of half-maximal effect; % is set by controls: 0 for no effect and ±100 for the full control effect; nearly all actives have a fitted effect of over 50% in size
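Quantitative HTS: titrated library compounds versus trypanosomal pyruvate kinase in TEA buffer (pH 7.2) containing KCl, MgCl2, BSA and Tween-20. Reactions were initiated with ADP, 130 uM final. Kinase-Glo Plus luminescence was read after 45 min at RT.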
AmpC inh no detg: blocks E. coli AmpC beta-lactamase in detergent-free assay; 0.52% of 330,000 active; P00811; AmpC nitrocefin hydrolysis, absorbance 480 nm, 0.0001% Triton; Potency, µM (highest dose often 57.1 µM), inactives show at the top dose activity change, negative = inhibition, hits mostly inhibitors; AID 485341;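 note: potency is the fitted concentration of half-maximal effect; plate controls were no compound for no effect and no enzyme for full effect; nearly all actives have a fitted effect of over 20% in size; some results filed as inactive show a strong effect at the top dose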
Target sequence (P00811 whole entry, looked up): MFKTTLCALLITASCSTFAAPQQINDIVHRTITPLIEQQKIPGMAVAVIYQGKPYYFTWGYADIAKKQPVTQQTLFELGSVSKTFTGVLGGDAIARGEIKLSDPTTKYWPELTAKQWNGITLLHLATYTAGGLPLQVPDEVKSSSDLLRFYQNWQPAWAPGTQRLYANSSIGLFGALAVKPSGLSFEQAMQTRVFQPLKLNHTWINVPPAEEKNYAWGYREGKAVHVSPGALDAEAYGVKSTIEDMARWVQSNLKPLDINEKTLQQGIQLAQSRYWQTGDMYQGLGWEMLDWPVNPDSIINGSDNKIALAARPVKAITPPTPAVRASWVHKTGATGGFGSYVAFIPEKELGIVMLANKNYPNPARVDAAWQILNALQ
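20 mM phosphate pH 7.0 + 0.01% (detergent screen) or 0.0001% Triton X-100; 5.3 nM AmpC reagent; cpd preinc 15 min RT; nitrocefin (800 uM stock) to start; A480 q20 s × 4 min; Activity was normalised to no-enzyme and no-compound control wells.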
An asterisk follows results filed as active; & = joins results of further samples; [ ] = dose if it differs, or a comment. Unless noted, calls come from the whole dose curve; as a rule, active = well fitted curve in the direction sought with a large enough effect; inconclusive = small, poorly fitted or top-dose-only effect, or another doubt; inactive = no such curve, though single readings can be large; an effect the other way counts as inactive or inconclusive.

CN(C)c1ccc(C(=O)N=c2sccn2C)cc1[N+](=O)[O-] was read as Pf growth 48h 86%[activator], Pf growth 96h 64%[activator], LmPK inh -8%, Cycloheximide cs 18*, Shiga inhibitor 42*, TbPYK inhibitor -7% and AmpC inh no detg -11%.
Screening C/[N+]([O-])=C1\Cc2ccccc2C1=O returned Pf growth 48h -10%, Pf growth 96h 16%, LmPK inh -2%, Cycloheximide cs -1, Shiga inhibitor -3, TbPYK inhibitor -3% and AmpC inh no detg -15%.
`Cc1ccc(/C=N/NC(=O)c2cccc(S(=O)(=O)Nc3ccccc3Cl)c2)o1` gave Pf growth 48h 24%, Pf growth 96h 3%, LmPK inh 1%, Cycloheximide cs -2, Shiga inhibitor -6, TbPYK inhibitor 1% and AmpC inh no detg -40%.
For CCn1c(C)nc2cc(C(=O)NNS(=O)(=O)c3cc(Br)ccc3Br)ccc21 the results were Pf growth 48h 8%, Pf growth 96h 29%, LmPK inh -7%, Cycloheximide cs -2, Shiga inhibitor 6, TbPYK inhibitor -5% and AmpC inh no detg -47%.
COCCNc1c([N+](=O)[O-])c(=O)n(-c2ccccc2)c2ccccc12 was read as Pf growth 48h -7%, Pf growth 96h inconclusive, LmPK inh -1%, Cycloheximide cs -2, Shiga inhibitor -1, TbPYK inhibitor 1% and AmpC inh no detg -13%.
Screening Cc1ccc(NC(=O)COC(=O)C2=NN(c3ccccc3)C(=O)CC2)c(Br)c1 returned Pf growth 48h 36%[activator], Pf growth 96h 5%, TbPYK inhibitor 2% and AmpC inh no detg 4%.
Screening NC(=S)Cc1nc(-c2ccccc2)cs1 returned Pf growth 48h inconclusive, Pf growth 96h inconclusive, LmPK inh 4%, Cycloheximide cs 6, Shiga inhibitor -6, TbPYK inhibitor -9% and AmpC inh no detg -27%.
CCOc1ncccc1C(=O)OCc1nnc(-c2ccccc2)o1 was read as Pf growth 48h 7%, Pf growth 96h inconclusive, LmPK inh 0%, Cycloheximide cs 12, Shiga inhibitor 21, TbPYK inhibitor 4% and AmpC inh no detg -2%.
For Cc1cc(Cn2nc(-c3ccccc3)cc2C(=O)NCC2CC2)on1 the results were Pf growth 48h inconclusive, Pf growth 96h inconclusive, TbPYK inhibitor 1% and AmpC inh no detg -1%.
O=C(OCC(=O)N1CCN(Cc2ccccc2)CC1)c1cc(Cl)ccc1[N+](=O)[O-] was read as Pf growth 48h 3%, Pf growth 96h -7%, TbPYK inhibitor -10% and AmpC inh no detg 57%.
O=C(Cc1ccccc1)N1CCN(c2ccc([N+](=O)[O-])cc2)CC1 was read as Pf growth 48h -9%, Pf growth 96h 17%, LmPK inh 0%, Cycloheximide cs 1, Shiga inhibitor -3, TbPYK inhibitor 0% and AmpC inh no detg -17%.
Cc1ccc(SCc2nc3ccccc3n2CC(=O)Nc2ccc(Cl)cc2)cc1 was read as Pf growth 48h inconclusive, Pf growth 96h inconclusive, LmPK inh 1%, Cycloheximide cs 8, Shiga inhibitor -8, TbPYK inhibitor -17% and AmpC inh no detg -34%.
For CC1CCCCC12NC(=O)N(CC(=O)Nc1ccc3[nH]c(=O)[nH]c3c1)C2=O (stereo not drawn) the results were Pf growth 48h 7%, Pf growth 96h 15%, TbPYK inhibitor 2% and AmpC inh no detg -19%.
Screening CN(C)S(=O)(=O)c1ccc(Cl)c(NC(=O)COC(=O)/C=C/c2ccc(S(=O)(=O)N3CCOCC3)cc2)c1 returned Pf growth 48h 4%, Pf growth 96h -1%, LmPK inh 2%, Cycloheximide cs -5, Shiga inhibitor -7, TbPYK inhibitor 5% and AmpC inh no detg 33%.
`CCc1ccc(Nc2nc(N)nc(CSc3nc4ccccc4s3)n2)cc1` gave Pf growth 48h 35%[activator], Pf growth 96h 10%, LmPK inh 5%, Cycloheximide cs 29, Shiga inhibitor 49*, TbPYK inhibitor 2%&3% and AmpC inh no detg -2%.
For O=C(COc1ccc2ccc(=O)oc2c1)NC1CCN(Cc2ccccc2)CC1 the results were Pf growth 48h 5%, Pf growth 96h -17%, LmPK inh -7%, Cycloheximide cs -2, Shiga inhibitor 24, TbPYK inhibitor -2% and AmpC inh no detg -8%.
Screening CCOc1c(Cl)cc(CNCC(O)c2ccccc2)cc1OC (stereo not drawn) returned Pf growth 48h 4.1µM*, Pf growth 96h 31%[activator], LmPK inh 1%, Cycloheximide cs 4, Shiga inhibitor -11, TbPYK inhibitor 2% and AmpC inh no detg 0%.
For Cc1ccc(C(=O)/C=C/N(C)C)cn1 the results were Pf growth 48h 3%, Pf growth 96h 63%[activator], LmPK inh 0%, Cycloheximide cs 1, Shiga inhibitor 25, TbPYK inhibitor 1% and AmpC inh no detg -8%.
Screening Cc1ccc(N(CC(=O)NCc2ccccc2)C(=O)CCC(=O)Nc2ccccn2)c(C)c1 returned Pf growth 48h inconclusive, Pf growth 96h 16%, LmPK inh 0%, Cycloheximide cs -5, Shiga inhibitor -6, TbPYK inhibitor 6% and AmpC inh no detg 53%.
For COc1cc(/C=C/C(=O)OCC(=O)Nc2cc(C)c(C)cc2[N+](=O)[O-])ccc1O the results were Pf growth 48h 21%, Pf growth 96h 14%, LmPK inh 4%, Cycloheximide cs 4, Shiga inhibitor -3, TbPYK inhibitor -10% and AmpC inh no detg -16%.
`O=[N+]([O-])c1ccccc1/C=N/Nc1nccnc1Cl` gave Pf growth 48h 92%[activator], Pf growth 96h 237%[activator], LmPK inh inconclusive, Cycloheximide cs 50*, Shiga inhibitor 124*, TbPYK inhibitor -8% and AmpC inh no detg -17%.
For CC1(C)NC(=O)N(Cc2cc(=O)n3ccsc3n2)C1=O the results were Pf growth 48h 53%[activator], Pf growth 96h 10%, LmPK inh 4%, Cycloheximide cs -1, Shiga inhibitor 10, TbPYK inhibitor 1% and AmpC inh no detg -15%.
CCC(C)Sc1ccc([C@H]2N[C@@](Cc3ccccc3)(C(=O)OC)[C@H]3C(=O)N(CC)C(=O)[C@@H]23)cc1 (stereo partly drawn) was read as Pf growth 48h 3.3µM*, Pf growth 96h 1.7µM*, TbPYK inhibitor 0% and AmpC inh no detg 168%[activator].
`CN(CC(=O)Nc1ccc(F)cc1)C(=O)C1CCCC1` gave Pf growth 48h -9%, Pf growth 96h 19%, TbPYK inhibitor -9% and AmpC inh no detg -7%.
For O=C(COc1cccc2ccccc12)NNC(=O)CSCCO the results were Pf growth 48h 5%, Pf growth 96h -12%, LmPK inh -3%, Cycloheximide cs -3, Shiga inhibitor -2, TbPYK inhibitor 16% and AmpC inh no detg -38%.
Screening O=C1Nc2ccccc2/C1=C/C(=O)c1cccs1 returned Pf growth 48h 15%, LmPK inh -13%, Cycloheximide cs 11, Shiga inhibitor -14, TbPYK inhibitor -4% and AmpC inh no detg -14%.
`COc1ccc(C(=O)NCc2nnc(SCC(=O)Nc3ccc4c(c3)OCO4)o2)cc1` gave Pf growth 48h 19%, Pf growth 96h 98%[activator], LmPK inh -1%, Cycloheximide cs 2, Shiga inhibitor -16, TbPYK inhibitor 1% and AmpC inh no detg -14%.
`COc1ccc2cc(C=NS(=O)(=O)c3ccc(C)cc3)n(C)c2c1` gave Pf growth 48h 40%[activator], Pf growth 96h 51%[activator], TbPYK inhibitor 5% and AmpC inh no detg -13%.
Screening CCCCCn1c(SCC2CCCO2)nc2cc(C(=O)N3CCC(C(N)=O)CC3)ccc2c1=O (stereo not drawn) returned Pf growth 48h inconclusive, Pf growth 96h 15%, LmPK inh 4%, Cycloheximide cs -1, Shiga inhibitor -4, TbPYK inhibitor 5% and AmpC inh no detg 206%[activator].
Screening N#Cc1nc(COc2cccc(Cl)c2)oc1NCCN1CCOCC1 returned Pf growth 48h -5%, Pf growth 96h 20%, LmPK inh 7%, Cycloheximide cs -2, Shiga inhibitor 10, TbPYK inhibitor 1% and AmpC inh no detg 77%[activator].
C[C@@H]1C[C@H]2[C@H]3C[C@@H](F)C4=CC(=O)C=C[C@]4(C)[C@@]3(Cl)[C@@H](O)C[C@@]2(C)[C@@H]1C(=O)COC(=O)C(C)(C)C was read as Pf growth 48h 4.8µM*, Pf growth 96h 4.8µM* and TbPYK inhibitor 0%.
O=C1C2C3C=CC(CNS(=O)(=O)c4ccccc4[N+](=O)[O-])(O3)C2C(=O)N1c1ccccc1 (stereo not drawn) was read as Pf growth 48h inconclusive, Pf growth 96h inconclusive, LmPK inh 4%, Cycloheximide cs -3, Shiga inhibitor 12, TbPYK inhibitor -20% and AmpC inh no detg -36%.
For CCOc1ccccc1NC(=S)N1CCC(NC(=O)NC23CC4CC(CC(C4)C2)C3)CC1 the results were Pf growth 48h -1%, Pf growth 96h inconclusive, LmPK inh 6%, Cycloheximide cs -5, Shiga inhibitor 17, TbPYK inhibitor -8% and AmpC inh no detg -21%.
`N#C/C(=C\c1cccnc1)C(=O)Nc1cccc2ccccc12` gave Pf growth 48h inconclusive, Pf growth 96h -24%, LmPK inh 5%, Cycloheximide cs 12, Shiga inhibitor -4, TbPYK inhibitor -22% and AmpC inh no detg -12%.
For O=S(=O)(NC1CCCCC1Nc1ccc(Cl)cc1)c1ccccc1 (stereo not drawn) the results were Pf growth 48h -7%, Pf growth 96h 5%, LmPK inh 5%, Cycloheximide cs -4, Shiga inhibitor -11, TbPYK inhibitor -12% and AmpC inh no detg -28%.
COc1ccc(-c2csc3ncnc(N4CCN(Cc5ccccc5)CC4)c23)cc1 was read as Pf growth 48h inconclusive, Pf growth 96h 6.6µM*, LmPK inh 0%, Cycloheximide cs 1, Shiga inhibitor 16, TbPYK inhibitor -2% and AmpC inh no detg -7%.
Cn1cnnc1Sc1nc2c(c(=O)n(C)c(=O)n2C)n1Cc1ccccc1Cl was read as Pf growth 48h 24%, Pf growth 96h 0%, LmPK inh -1%, Cycloheximide cs -3, Shiga inhibitor 10, TbPYK inhibitor -1% and AmpC inh no detg -14%.
Screening CCc1cccc(N(C(=O)c2csnn2)C(C(=O)NC(C)(C)C)c2ccccn2)c1 (stereo not drawn) returned Pf growth 48h 17%, Pf growth 96h 0%, LmPK inh 2%, Cycloheximide cs 6, Shiga inhibitor -6, TbPYK inhibitor 1% and AmpC inh no detg 42%.
COC(=O)C1CCN(Cc2cc(=O)oc3cc(C)c(Cl)cc23)CC1 was read as Pf growth 48h -10%, Pf growth 96h -2%, LmPK inh 2%, Cycloheximide cs -5, Shiga inhibitor -18, TbPYK inhibitor -2% and AmpC inh no detg 13%.

Sorted by SMILES length (falling): three of the compounds above
COc1ccc(-c2csc3ncnc(N4CCN(Cc5ccccc5)CC4)c23)cc1 was read as Pf growth 48h inconclusive, Pf growth 96h 6.6µM*, LmPK inh 0%, Cycloheximide cs 1, Shiga inhibitor 16, TbPYK inhibitor -2% and AmpC inh no detg -7%.
COC(=O)C1CCN(Cc2cc(=O)oc3cc(C)c(Cl)cc23)CC1 was read as Pf growth 48h -10%, Pf growth 96h -2%, LmPK inh 2%, Cycloheximide cs -5, Shiga inhibitor -18, TbPYK inhibitor -2% and AmpC inh no detg 13%.
`N#C/C(=C\c1cccnc1)C(=O)Nc1cccc2ccccc12` gave Pf growth 48h inconclusive, Pf growth 96h -24%, LmPK inh 5%, Cycloheximide cs 12, Shiga inhibitor -4, TbPYK inhibitor -22% and AmpC inh no detg -12%.

No enrichment for hits; overall some 22% were active at least once.
